Rin1-Abl PPI inh – inhibitors of human Rin1-Abl protein interaction. TR-FRET Rin1/Abl binding, biochemical. inhibition, % at 7.35 µM. actives 0.4% (n = 360,000). AID 588664; in the data active means inhibition above about 5%, passing the limit was not always enough
FAS TE block – FAS thioesterase (human) inhibition | P49327 | recombinant FAS-TE, OMFH fluorogenic substrate, fluorescence endpoint | inhibition, % at 15 µM | actives 0.67% (n = 360,000) | AID 602261;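 active means compounds whose normalised, plate-corrected inhibition of enzyme fluorescence in the single-dose primary screen is 50% or more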;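 further: 0% = DMSO with enzyme and 100% = substrate without enzyme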
NadD block – NadD (S. aureus) enzyme inhibition; purified NadD enzyme, colorimetric absorbance read-out; inhibition, % at 20 µM; actives 0.78% (n = 360,000); in the data active means inhibition above about 26%; further: some compounds past the cut are filed as inactive
CSN inh – inhibitors of human CSN-mediated cullin deneddylation | Q92905 | Purified CSN, SCF-Nedd8-OG deneddylation, fluorescence polarization | inhibition, % at 12.5 µM | actives 0.38% (n = 360,000);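 active means pattern-corrected inhibition above about 35%, with an unprinted fluorescence ratio check between 0.5 and 1.5, limit read from the data, passing the limit was not always enough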;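 further: 0% = enzyme with substrate and 100% = substrate without enzyme; some results filed as inactive read as strong as hits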
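Assay system: Purified human Csn5 enzyme expressed in HEK293T cells | Amount: Enzyme 0.24 nM | Measured by: Fluorescence polarization readout | Medium: Tris/NaCl/DTT buffer, pH 7.5 | Compound dosing: One concentration, 12.5 µM, 0.25% DMSO | Times: 90 min incubation of compound, enzyme and substrate at room temperature | Control set: no-enzyme wells high, enzyme-with-substrate wells low | Read-out: % inhibition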
Neddyl block – blocks human cullin neddylation. P61081+Q13564. TR-FRET cullin neddylation, biochemical. calls only at 25 µM. actives 0.58% (n = 360,000). AID 651699; in the data active means inhibition above about 36%
SKN-1 block – inhibitors of C. elegans SKN-1. inhibition, % at 21.8 µM. C. elegans VP596 Pgst-4::GFP/RFP ratio, acrylamide-induced, 24 h. actives 0.49% (n = 360,000);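 active means interference check ratio from 0.5 to 1.5 plus GFP to RFP signal ratio inhibition reaching or exceeding a fixed threshold, cut at about 30% in these data, passing the limit was not always enough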; further: some compounds called inactive have numbers as strong as hits
Rpn11 inh – inhibitors of human proteasome Rpn11; calls only at 20 µM; actives 0.59% (n = 360,000); O00487; human 26S proteasome, Ub4-pepOG fluorescence polarization; 20S core pre-blocked with epoxomicin;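 active means inhibition at 20 µM, scaled to each plate's controls, above about 33%, limit read from the data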
MT1-MMP act inh – inhibitors of human MT1-MMP activation. GFP/RFP ratio change, % at 20 µM. HT1080 RFP-PRO-GFP cells, GFP/RFP ratio fluorescence, overnight; percent of plate control window, DMSO zero. P50281. actives 0.061% (n = 360,000);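 active means GFP/RFP ratio change of at least 30% with cell ATP level not reduced by more than half and red fluorescence within 50% of control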; further: strong numbers were not always called active
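Test system: HT1080 RFP-PRO-GFP cells; Benchmarks: DMSO and RFP-L50D-GFP cell wells; Timing: cells overnight before dosing, compound overnight, 37 °C, 5% CO2; Compound: one 20 µM compound dose with 1% DMSO; Read-out: GFP/RFP fluorescence ratio.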
PABP1 MLLE inh – inhibitors of microRNA-mediated deadenylation, human PABP1 MLLE binding; P11940; GST-MLLE / FITC-PAM2 fluorescence polarization; inhibition, % at 20 µM; actives 0.36% (n = 360,000); in the data active means inhibition above about 35%, passing the limit was not always enough;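 further: plate controls were DMSO wells with GST-MLLE for no effect and wells lacking GST-MLLE protein for full effect; some results filed as inactive read as strong as hits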
Numbers without * were called inactive; i = inactive; x = no result given; + = active, no number.

entry	Structure	NadD block	Rin1-Abl PPI inh	Rpn11 inh	MT1-MMP act inh	FAS TE block	CSN inh	SKN-1 block	Neddyl block	PABP1 MLLE inh
1	COc1cccc(CNC(=O)Cc2ccc(-c3ccccc3)cc2)c1	-3.9	0.0	i	-7.3	5.5	2.9	11.7	i	-7.6
2	Cc1ccc([C@@H]2C[C@H]3CN(Cc4cccc(Cl)c4)C(=O)[C@]34CCCN24)o1	-2.7	-1.9	i	-2.2	-4.3	0.2	-5.6	i	9.0
3	c1cncc(-c2nc(NCc3cccs3)c3ccccc3n2)c1	-9.2	-0.5	i	-0.2	7.3	-1.9	12.9	i	4.5
4	Cc1noc(C)c1NC(=O)N(C)C[C@H]1Oc2c(NC(=O)Nc3ccc4c(c3)OCO4)cccc2C(=O)N([C@H](C)CO)C[C@@H]1C	4.2	0.9	i	-1.2	11.4	0.8	-13.2	i	-2.1
5	C/C(=C\c1ccccc1)C(=O)Nc1nccs1	-6.1	-0.1	i	0.7	-7.7	-1.3	21.3	i	-2.5
6	O=C(N/N=C1\C(=O)c2cccc3cccc1c23)c1ccc(O)cc1	12.3	-2.7	i	-1.4	-1.1	3.2	-0.1	i	-8.5
7	O=C(COC(=O)c1ccccc1C(=O)N1CCN(c2ccc(F)cc2)CC1)NCc1ccccc1	-2.4	1.6	i	-17.8	3.7	0.7	-9.2	i	-5.6
8	Cn1cc(/C=C/c2cc[n+](C)cc2)c2cc(Cl)ccc21	13.2	-85.6	x	-281.6	-12.7	0.1	-28.7	i	-60.7
9	Nc1nc(SCc2ccccc2)c2ncn(Cc3ccccc3)c2n1	0.1	-3.7	i	2.6	12.5	-1.5	8.3	i	19.3
10	Cc1cccc2cc3c(nc12)-c1ccccc1C3=O	-3.6	-3.7	i	-2.4	19.8	4.3	3.1	i	-8.0
11	COc1cccc(C(O)c2nc(-c3ccncc3)cs2)c1 (configuration not stated)	-0.2	1.4	i	-1.6	-6.5	2.7	-10.2	i	4.4
12	Cc1occc1-c1nnc(SCC(=O)Nc2ccccc2)n1C(C)c1ccccc1 (configuration not stated)	1.3	-0.3	i	-2.8	28.0	-5.0	-3.1	i	-3.4
13	O=C(NC1CCCCC1)C(c1cccc2ccccc12)n1c(=O)c(-c2cc3ccccc3[nH]2)nc2ccccc21 (configuration not stated)	x	x	x	-11.5	x	0.3	2.0	x	x
14	COC(=O)c1cc(C(=O)c2ccc(Cl)cc2)n2c(=O)/c(=C\N(C)C)sc12	-8.3	-4.1	x	-3.5	7.6	8.4	-8.9	i	-16.7
15	O=C(COC(=O)Cn1cnc2ccccc2c1=O)Nc1ccccc1OC(F)F	-2.6	2.5	i	-0.4	-3.9	-2.7	11.2	i	-2.0
16	COc1ccc2cc(CCNC(=O)CCc3ccccc3)c(=O)[nH]c2c1	-2.5	5.6	i	-1.4	0.3	-0.2	-3.3	i	-7.7
17	C/C(=N\NC(=O)c1ccc(Cl)cc1)c1ccc(Br)s1	0.8	-1.2	i	6.7	-5.0	-1.3	-11.4	i	-4.9
18	CN(C)C(=O)N1CCN(C(=O)c2ccco2)CC1	3.8	-0.4	i	3.5	-2.5	4.0	3.0	i	-1.2
19	CCOc1ccc(NC(=O)c2ccco2)cc1	-6.9	2.9	i	7.4	-5.0	-3.1	8.1	i	-0.9
20	CC(=O)NC(c1ccccc1)c1cccnc1 (configuration not stated)	-1.0	-0.2	i	2.5	-9.1	-2.7	-9.0	i	-7.7
21	Cc1ccc(/C=N/n2c(-c3ccco3)n[nH]c2=S)s1	3.4	1.0	i	-2.0	-1.6	-8.9	3.0	i	-40.1
22	COc1cccc(-c2nn(-c3ccccc3)cc2C(=O)NCC(=O)O)c1	-3.7	0.2	i	-2.7	-8.2	0.6	-14.5	i	1.7
23	COC(=O)c1ccccc1NC(=O)C(C)NS(=O)(=O)c1ccc(OC)cc1 (configuration not stated)	-0.1	0.2	i	-3.5	-5.7	-0.2	1.1	i	-2.0
24	O=C(CSc1oc(-c2ccco2)nc1S(=O)(=O)c1ccc(F)cc1)NCC1CCCO1 (configuration not stated)	2.0	-2.2	i	-9.3	-2.4	10.2	2.3	i	1.8
25	CCN(CC)N=Nc1cccc(NC(C)=O)c1	1.2	-2.4	i	-1.0	-10.8	-2.7	15.6	i	-7.0
26	Cc1ccc(S(=O)(=O)c2nc(/C=C/c3ccccc3)oc2N2CCC(C(N)=O)CC2)cc1	-6.8	0.4	i	-8.6	4.8	4.0	-2.6	x	-5.7
27	CC1CCCCN1C(=O)/C=C/c1ccccc1[N+](=O)[O-] (configuration not stated)	-3.4	-0.9	i	1.4	-5.8	-2.5	-1.4	i	15.0
28	C=CCNC(=O)COC(=O)/C=C/c1cccs1	0.5	5.3	i	-0.7	-5.9	-8.0	-17.8	i	-2.5
29	CCCCCOc1ccc(C(=O)CCC(=O)Nc2ccc(NC(C)=O)cc2)cc1	-0.7	0.6	i	0.8	-11.2	-3.5	-6.8	i	-17.4
30	CCN(Cc1cc2cc(OC)ccc2[nH]c1=O)C(=O)c1ccncc1	3.4	2.4	i	-3.4	-5.9	2.0	-6.6	i	4.5
31	COc1cccc(-n2nnnc2SCC(=O)Nc2ccc(C(C)=O)cc2)c1	-8.5	-9.2	i	1.4	-2.3	-0.9	23.2	i	10.7
32	COc1ccc(C(=O)O/N=C/c2ccc(S(=O)c3ccc(Cl)cc3)nc2)cc1 (configuration not stated)	1.2	-1.1	i	-0.6	1.7	-2.9	6.7	i	4.9
33	CCOC(=O)C1=C(CSc2nc(C)cc(C)c2C#N)OC(N)=C(C#N)C1c1ccccc1 (configuration not stated)	2.9	2.8	i	-74.4	23.3	5.3	8.7	i	6.4
34	CCCNC(=O)c1ccccc1NC(=O)c1ccc2c(=O)n3c(nc2c1)CCC3	-5.4	3.6	i	16.3	-1.9	4.5	-5.7	+	-2.3
35	CCCn1c(SCC(=O)Nc2cccc(C(=O)OC)c2)nnc1-c1cccnc1	6.3	3.1	i	1.0	-6.2	6.3	-8.8	i	3.5
36	O=C(NCC1CC1)c1onc(CSc2ccc(F)c(F)c2)c1C(=O)NCC1CC1	-4.7	1.2	i	-0.4	17.2	110.9	-20.0	i	2.9
37	CCOC(=O)c1cc(S(=O)(=O)N2CCc3ccccc32)cn1C	-6.8	-1.2	i	0.2	12.8	-2.8	13.2	i	-2.2
38	Cc1cccc2sc(NC(=O)c3ccc(OCC4CCCO4)cc3)nc12 (configuration not stated)	-10.1	-4.8	i	-15.5	13.9	-4.5	3.9	i	1.7
39	Cc1cc(C(=O)Nc2ccc(F)cc2C)cs1	5.6	-0.7	i	-0.6	-4.9	1.1	12.4	i	-6.2
40	Cc1ccc(NC(=O)c2nc[nH]c2C(=O)N[C@@H](CCCCNC(=O)OC(C)(C)C)C(=O)OC(C)(C)C)cc1	0.1	4.2	i	-8.9	75.3*	-1.7	-13.5	i	6.3
41	Cc1ccc(C2CC(=O)Oc3cc(O)ccc32)cc1 (configuration not stated)	-2.1	2.1	i	38.0*	-12.2	-6.1	35.3*	i	7.1
42	CCOc1ccc(-n2c(=O)[nH]c3sc4c(c3c2=O)CCCC4)cc1	-2.4	3.7	i	-1.8	-6.8	-2.2	3.1	i	1.1
43	Cc1ccc(C(=O)NC(=S)N(C)C2CCCCC2)cc1	1.0	-4.9	i	6.2	0.9	5.8	6.0	i	27.0
44	COCCN(C(=S)Nc1cc(C)cc(C)c1)C(C)c1cccnc1 (configuration not stated)	1.1	2.4	i	0.6	-13.8	-0.2	-2.8	i	-17.3
45	CCOc1ccccc1CNC(=O)C1CCC(=O)N1C(C)C (configuration not stated)	0.2	-4.7	i	-1.3	-7.5	-2.3	-5.9	i	0.7
46	Cc1cc(C(=O)Nc2c(C)nn(Cc3ccc(Cl)cc3)c2C)no1	-4.0	-1.3	i	5.4	-4.8	-6.8	-3.5	i	-4.9
47	CCn1c(=O)c([N+](=O)[O-])c(NCC2CCCO2)c2ccccc21 (configuration not stated)	1.1	-2.9	i	3.7	-5.7	1.3	2.8	i	-8.9
48	O=C(NCc1ccccc1Cl)c1ccc2nc([C@@H]3O[C@H](CO)[C@H](O)[C@H](O)[C@H]3O)[nH]c2c1	1.6	0.1	i	1.0	-3.2	-5.9	16.6	i	-17.5
49	COC(=O)C1=C(N)OC2=C(C(=O)CC(C)(C)C2)C1c1ccccc1OC (configuration not stated)	-0.2	3.5	i	3.3	-2.8	-11.2	0.5	i	4.1
50	COC1=CC(=O)OC(c2ccc(C(F)(F)F)cc2)C1 (configuration not stated)	x	x	x	16.4	x	-2.0	1.6	i	x

4 compounds out of the list, arranged by length of the SMILES, smallest number first.
entry	Structure	NadD block	Rin1-Abl PPI inh	Rpn11 inh	MT1-MMP act inh	FAS TE block	CSN inh	SKN-1 block	Neddyl block	PABP1 MLLE inh
43	Cc1ccc(C(=O)NC(=S)N(C)C2CCCCC2)cc1	1.0	-4.9	i	6.2	0.9	5.8	6.0	i	27.0
1	COc1cccc(CNC(=O)Cc2ccc(-c3ccccc3)cc2)c1	-3.9	0.0	i	-7.3	5.5	2.9	11.7	i	-7.6
31	COc1cccc(-n2nnnc2SCC(=O)Nc2ccc(C(C)=O)cc2)c1	-8.5	-9.2	i	1.4	-2.3	-0.9	23.2	i	10.7
26	Cc1ccc(S(=O)(=O)c2nc(/C=C/c3ccccc3)oc2N2CCC(C(N)=O)CC2)cc1	-6.8	0.4	i	-8.6	4.8	4.0	-2.6	x	-5.7

Other results follow.
entry	Structure	NadD block	Rin1-Abl PPI inh	Rpn11 inh	MT1-MMP act inh	FAS TE block	CSN inh	SKN-1 block	Neddyl block	PABP1 MLLE inh
51	O=C(NCC1CCCCC1)c1cc(S(=O)(=O)N2CCOCC2)ccc1F	2.8	4.4	i	-1.3	0.2	-0.3	-11.5	i	0.5
52	O=C(c1cc(Sc2cccc(Cl)c2)nc2ccccc12)N1CCN(c2ccccn2)CC1	-1.7	-9.7	i	-5.5	24.0	-0.2	10.6	i	8.9
53	CCc1nnc(NS(=O)(=O)c2ccc(NC(=S)NC(=O)c3ccc(Br)cc3)cc2)s1	18.8	2.6	i	1.3	3.1	5.5	7.0	i	28.1
54	COCCCNC(=O)CCc1c(C)nc2c(c(C)nn2-c2ccccc2)c1C	-7.4	-0.3	i	4.7	-2.7	2.8	0.4	x	13.8

Screening results deposited in PubChem BioAssay by several laboratories.

Compounds were not picked by outcome. About 3.9% of those tested had a hit in this group.
